IDE cell inh: cellular human IDE inhibition. P14735. inhibition, % at 5.59 µM. HEK cells, FAbetaB cleavage, fluorescence polarization. 0.41% of 320,000 active;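 active = percent inhibition above the average of all tested compounds plus 3 SD, set per screening campaign, cut at about 16% in these data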;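 note: IDE supplied by intact live HEK cells; FP after avidin binding of uncleaved biotin substrate so inhibition keeps polarization high; 0% = DMSO wells and 100% = 60 µM reference IDE inhibitor Ii1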
Target sequence (P14735 whole entry, looked up): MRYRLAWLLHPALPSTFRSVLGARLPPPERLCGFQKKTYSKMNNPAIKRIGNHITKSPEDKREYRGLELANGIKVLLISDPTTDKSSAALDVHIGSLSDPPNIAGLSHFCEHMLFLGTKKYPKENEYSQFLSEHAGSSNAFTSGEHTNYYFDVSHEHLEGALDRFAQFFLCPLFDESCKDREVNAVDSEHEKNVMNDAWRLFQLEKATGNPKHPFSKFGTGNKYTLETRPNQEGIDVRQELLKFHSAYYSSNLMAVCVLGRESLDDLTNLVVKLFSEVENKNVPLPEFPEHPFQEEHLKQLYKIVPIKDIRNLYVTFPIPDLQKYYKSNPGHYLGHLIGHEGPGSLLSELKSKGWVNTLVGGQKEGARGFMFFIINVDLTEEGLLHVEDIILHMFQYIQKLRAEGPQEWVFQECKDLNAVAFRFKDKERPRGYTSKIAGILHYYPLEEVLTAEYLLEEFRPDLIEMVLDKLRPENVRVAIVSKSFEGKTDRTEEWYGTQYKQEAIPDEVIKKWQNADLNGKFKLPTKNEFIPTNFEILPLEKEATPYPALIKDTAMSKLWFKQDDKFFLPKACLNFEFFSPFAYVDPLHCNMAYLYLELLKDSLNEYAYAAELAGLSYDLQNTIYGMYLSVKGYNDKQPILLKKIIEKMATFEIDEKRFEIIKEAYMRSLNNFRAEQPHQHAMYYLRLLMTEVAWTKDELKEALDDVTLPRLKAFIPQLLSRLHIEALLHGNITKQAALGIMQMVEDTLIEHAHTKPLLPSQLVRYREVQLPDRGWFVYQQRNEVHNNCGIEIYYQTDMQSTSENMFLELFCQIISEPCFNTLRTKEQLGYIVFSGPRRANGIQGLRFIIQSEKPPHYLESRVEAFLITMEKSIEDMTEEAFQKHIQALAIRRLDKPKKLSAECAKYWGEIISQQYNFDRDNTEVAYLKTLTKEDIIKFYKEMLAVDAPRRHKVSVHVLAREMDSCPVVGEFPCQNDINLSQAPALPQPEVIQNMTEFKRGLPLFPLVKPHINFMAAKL
PfM18AAP inh: PfM18AAP enzyme inhibition. recombinant PfM18AAP, H-Glu-NHMec fluorogenic cleavage. inhibition, % at 7.35 µM. 1.2% of 290,000 active;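 active = inhibition above the campaign mean inhibition over all tested compounds plus 3 SD, cut at about 28% in these data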;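 note: 0% = plate median of test compound wells and 100% = 2 mM ZnCl2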
NALP1 inh: NALP1 inhibition; S. cerevisiae NALP1/ASC/caspase-1 growth, X-gal OD620, 72 h; inhibition, % at 10 µM; 0.61% of 280,000 active; in the data active = inhibition mostly above about 24%, no sharp cut-off; inactive = mostly below about 32%; note: some compounds called inactive have numbers as strong as hits
MEKK2 mut-MEK5: signal of MEK5 binding to mutant human MEKK2 PB1 domain. bead flow cytometry, Alexa488-MEK5 binding to MEKK2 mutant. percent response, % at 10 µM. 0.35% of 290,000 active; in the data active = percent response above about 24%, passing the limit was not always enough; note: inactives centre near 1; some results filed as inactive read as strong as hits; reference of the scale not given here
MEKK3 PB1 HTS: modulators (inhibitors or enhancers) of MEK5 binding to human MEKK3 PB1 domain; Q99759; bead-based flow cytometry, Alexa488-MEK5 binding to MEKK3; actives lie on both sides; 0 = blocked by unlabeled MEK5, 100 = vehicle; 1.4% of 290,000 active; binding response (% of control), % at 10 µM;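 active = binding response more than 3 SD above or below the average of its plate-row segment, actives on both sides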;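 note: Alexa488 bead fluorescence after subtracting the streptavidin-only scavenger bead signal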
IDE cell activ: activators of human insulin-degrading enzyme in cells. activation, % at 5.96 µM. HEK cells, FAbeta-B cleavage, fluorescence polarization; 0% vehicle, 100% cell-free pure enzyme wells. AID 493087. P14735. 0.073% of 340,000 active;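 active = activation above the mean of all tested compounds plus 3 SD, set per screening campaign, cut at about 17% in these data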
p-CIP stab down: p/CIP protein destabilization. F442A p/CIP-EGFP cells, EGFP fluorescence, 16 h. decrease of EGFP signal, % at 10 µM. 0.01% of 290,000 active. AID 1984;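 active = EGFP signal decrease of at least 30% at 10 µM or well 3 SD below plate mean, unless failing retest; inactive = the rest, including hits failing retest or dose response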; note: some compounds called inactive have numbers as strong as hits; many of its hits are not listed in these tables
UBC9 SUMO inh: blocks human SUMOylation mediated by UBC9. AID 2006. HTRF SUMOylation assay, SAE1/SAE2 + UBC9, in vitro. 0.36% of 290,000 active. P63279. inhibition, % at 35 µM; in the data active = inhibition above about 50%, passing the limit was not always enough; note: strong numbers were not always called active
MEKK2 WT-MEK5: raises or lowers MEK5 binding to wildtype human MEKK2 PB1 domain; bead flow cytometry, Alexa488-MEK5 binding to MEKK2 WT; actives lie on both sides; binding response (% of control), % at 10 µM; Q9Y2U5; 1.1% of 290,000 active; AID 1531; in the data active = binding response below about 67% or above about 130%
Numbers without * were called inactive; . = no result given.

SMILES	IDE cell inh	PfM18AAP inh	NALP1 inh	MEKK2 mut-MEK5	MEKK3 PB1 HTS	IDE cell activ	p-CIP stab down	UBC9 SUMO inh	MEKK2 WT-MEK5
COc1ccc([C@H]2/C=C\CN(S(=O)(=O)c3ccc(C)cc3)[C@@H](C)C(=O)N2Cc2ccc(F)cc2)cc1	1	.	.	-4	88	4	.	.	88
COc1ccc(C(=O)n2c(-c3ccco3)nc3ccccc32)cc1	3	-1	20	-2	99	4	8	-13	99
O=C(c1cc(COc2cccc(C(F)(F)F)c2)on1)N1CCSCC1	5	-7	20	0	99	-4	-16	16	103
COc1ccc(C(=O)NCCc2cnc[nH]2)cc1OC	5	2	12	4	97	5	2	-5	104
NNC(=O)c1ccc2ccccc2n1	.	8	-14	0	96	-5	-9	-5	104
Cn1cnc([N+](=O)[O-])c1Nc1ccc(O)cc1	-4	2	11	9	98	5	3	17	99
Cc1ccc(C2CC(c3cccc(Br)c3)n3nc(N)nc3N2)cc1 (stereo not drawn)	1	3	18	1	103	1	-6	-4	99
CCSc1cc(N2CCCC2)nc(-c2cccc(C)c2)n1	5	-2	35	4	110	3	-18	16	108
O=C(COc1ccc(Br)cc1)NCCCn1ccnc1	-5	-6	12	-2	95	2	-2	22	98
O=C(O)CSc1ncn[nH]1	3	86*	25	0	104	4	-3	5	102
CC(C)(C)c1cc(CN2CCN(CCO)CC2)cc(C(C)(C)C)c1O	-2	1	17	-8	82	6	-3	25	91
Cc1nc(SC2CC(=O)N(c3ccc([N+](=O)[O-])cc3)C2=O)nc2c1CCCC2 (stereo not drawn)	3	21	20	0	100	-5	-29	22	95
Cc1nc(Oc2ccccc2)c2ccsc2n1	2	2	21	-2	105	2	2	-9	99
O=C1CS/C(=N\C(=O)N2c3ccccc3Sc3ccccc32)N1	11	2	31	-4	100	-1	-10	8	95
O=C1c2ccccc2CCC12N=NCC2c1ccc(Br)cc1 (stereo not drawn)	0	6	-1	-4	102	5	-16	-18	99
CCCCNC(=O)C1CCN(Cc2ccc(OCc3ccccc3)cc2)CC1	4	-1	30	12	98	3	1	9	105
Cc1cc(C)nc(SCC(=O)Nc2ncc(Cc3ccc(Cl)c(Cl)c3)s2)n1	-3	-6	12	-4	93	5	-4	-14	94
COc1ccc(N2CCN(C(=O)CSc3nnc(NC(=O)C4CCC4)s3)CC2)cc1	2	-1	16	-9	104	-1	-20	12	94
CC(=O)n1cc([C@@H]2C=C(C(=O)N3CCOCC3)O[C@H](OCCCCO)C2)c2ccccc21	0	7	13	4	87	-1	-2	-4	81
CCCn1nnnc1SCC(=O)N1C(C)CCCC1C (stereo not drawn)	2	7	-8	-6	100	4	7	-17	99
CCOC(=O)N1CCN(Cc2nc3c(c(=O)n(C)c(=O)n3C)n2CCC(C)C)CC1	0	-4	2	6	105	1	13	-7	109
NC(=S)NC(=O)c1ccccc1	3	1	8	8	95	3	2	6	97
C=CCSc1nc(N2CCOCC2)c2c(c1C#N)CC(C)(C)N(C)C2	-1	-1	5	3	103	-3	1	6	105
ON=C1CCN(c2ncc(C(F)(F)F)cc2Cl)CC1	-2	1	-173	2	103	6	-4	26	101
Cc1ccc(NC(=O)CCNS(=O)(=O)c2ccc3[nH]c(=O)oc3c2)cc1F	6	6	1	5	102	1	4	9	103
Additional structures:
SMILES	IDE cell inh	PfM18AAP inh	NALP1 inh	MEKK2 mut-MEK5	MEKK3 PB1 HTS	IDE cell activ	p-CIP stab down	UBC9 SUMO inh	MEKK2 WT-MEK5
Cc1cc(Cl)ccc1C(=O)C1CCCN(C(=O)c2nonc2C)C1 (stereo not drawn)	-2	0	-4	2	104	10	-6	-11	107
C=CCN1CCN(Cc2cnc(Cl)s2)CC1	3	-10	38	-1	102	4	-2	5	100
Cn1cccc1Cc1nnc(SCC(N)=O)n1CCc1ccccc1	0	-8	19	0	99	1	4	13	100
COCCNc1nc(C)c(C(C)=O)s1	7	-4	-6	-15	96	-7	-3	5	83
CSC1=C(C#N)C(c2ccc(Cl)cc2)C2=C(CC(C)(C)CC2=O)N1 (stereo not drawn)	2	.	-20	1	108	-3	-10	0	94
CCC(=O)Nc1ccc(NC(=O)CSc2nnnn2-c2cccnc2)cc1C	-5	2	13	-2	101	3	-6	-11	96
O=C(Nc1nc2ccccc2n1CCN1CCOCC1)c1ccccc1	6	-1	-36	3	104	3	5	-2	107
Cn1c(=O)c2c(n(C)c1=O)=NC1(CCCCC1)N=2	-5	13	-8	4	104	0	-4	-3	109
Cc1ccc(S(=O)(=O)NCC(=O)NCc2cc(=O)n(C)c(=O)n2C)cc1C	2	-1	-4	0	100	-3	-3	14	99
COc1ccc(CCNS(=O)(=O)c2cn(C)c(=O)n(C)c2=O)cc1	2	0	11	10	106	-2	13	-1	110
CC(C)(C)C(=O)NC(=S)Nc1ccc(C(F)(F)F)cc1	3	1	.	-28	88	4	-6	21	90
COc1ccccc1N1C(N)=NC(N)=NC1(C)C	-4	-11	-12	17	110	6	-11	4	115
COc1ccccc1Nc1n[nH]c(=S)s1	7	18	-18	-3	101	-7	17	-9	100
Cc1ccccc1C(=O)Nc1ccnn1C1CCN(Cc2ccncc2)CC1	0	0	6	6	104	5	-2	1	109
CCCn1c(N)c(Sc2ccccc2[N+](=O)[O-])c(=O)n(CCC)c1=O	4	7	-6	-3	97	-7	-14	19	94
O=C(CCNC(=O)c1ccco1)Nc1ccc(N2CCOCC2)cc1	-2	1	-5	-4	100	4	1	-21	96
CN1N=C(C(=O)N2CCCC(C(=O)c3cccc(C(F)(F)F)c3)C2)CCC1=O (stereo not drawn)	-10	2	1	3	103	5	-9	2	102
O=C(NCC1CCCO1)c1cc2n(n1)C(C(F)(F)F)CC(c1ccc(F)cc1)N2 (stereo not drawn)	2	7	6	0	96	5	-14	12	91
COc1ccc(NC(=S)NC(NC(=O)/C=C/c2ccccc2)C(Cl)(Cl)Cl)cc1 (stereo not drawn)	4	0	-1	4	117	0	-9	19	110
CCOc1ccccc1C(=O)Nc1cnn(Cc2ccc(F)cc2)c1	-7	0	50	-2	99	3	0	-16	95
O=C(NCCN1C(=O)S/C(=C\c2ccccc2F)C1=O)C1CCN(S(=O)(=O)c2cccs2)CC1	4	-4	37	-1	106	-2	-10	7	108
COc1ccccc1C(=O)Nc1ccc(Cc2ccncc2)cc1	3	6	32	2	106	-4	0	-5	100
O=S(=O)(c1cccc(-c2nnc3n2CCCCC3)c1)N1CCCC1	4	-10	1	-2	93	-5	-17	12	92
CCOc1ccc(C(=O)COC(=O)c2cccc(-n3cnnn3)c2)cc1	-3	3	17	5	97	0	-8	10	103
Cc1nc(C)c(C(=O)C2=C(O)C(=O)N(CCN3CCOCC3)C2c2cccs2)s1 (stereo not drawn)	1	0	-74	1	100	-1	-2	22	96
(cont.)
SMILES	IDE cell inh	PfM18AAP inh	NALP1 inh	MEKK2 mut-MEK5	MEKK3 PB1 HTS	IDE cell activ	p-CIP stab down	UBC9 SUMO inh	MEKK2 WT-MEK5
CCS(=O)(=O)N1CCC(C(=O)NCc2ccc(OC)cc2)CC1	2	-2	5	-4	100	0	-5	8	94
COc1ccc(F)cc1C(=O)C1CCCN(Cc2ccc(Sc3nncn3C)o2)C1 (stereo not drawn)	2	-3	11	-9	96	-2	-12	10	93
CCNS(=O)(=O)c1ccc(NC(=S)NCc2ccco2)cc1	-6	0	16	-1	100	-4	3	16	100
Cc1ccc(/C=C2/SC(=S)N(CCC(=O)NCCCN3CCOCC3)C2=O)cc1	6	1	7	2	97	2	3	16	101
CCC(C)(C)c1ccc(OCCCC[n+]2cccc(C)c2)c(C(C)(C)CC)c1	.	6	33*	44	107	9	1	12	191*
O=C(NCCC1CC1(Cl)Cl)Nc1ccccc1 (stereo not drawn)	4	-7	-4	-8	95	1	-6	4	89
Cc1ccc(C(=O)Nc2sc(C(=O)N(C)C)c(C)c2C#N)cc1	-4	-4	25	-2	98	1	-5	5	99
Cc1nnc(N2C(=O)c3oc4ccccc4c(=O)c3C2c2ccco2)s1 (stereo not drawn)	-1	8	.	-5	84	-1	0	8	86
COc1ccc(/C=N/NC(=O)c2ccc(Br)o2)cc1Cn1cc([N+](=O)[O-])cn1	1	0	8	-1	95	3	-12	25	93
CCOc1ccc(N2C(=O)CC(Sc3ncccn3)C2=O)cc1 (stereo not drawn)	-4	-1	-6	2	100	5	-9	6	98
O=S(=O)(Nc1cc(Sc2cccc3cccnc23)c(O)c2ccccc12)c1ccc(F)cc1	12	2	59	0	120	.	1	67*	105
CCOCCCNc1ccc(N2C(=O)C3CCCCC3C2=O)cc1[N+](=O)[O-] (stereo not drawn)	-1	3	9	1	104	9	14	2	102
O=C(Cc1ccccc1)NNC1CC(=O)N(c2ccccc2)C1=O (stereo not drawn)	-1	-6	.	12	97	5	3	-7	105
COC(=O)Nc1nc(C)c(C(=O)N(C)C)s1	1	-1	9	5	101	2	7	3	103
Cc1ccc(C(=O)N/C(=C\c2cccs2)C(=O)NCc2ccncc2)cc1	1	5	4	-8	92	0	6	-11	92
Nc1cc(=O)[nH]c(SCCSc2ccccc2)n1	7	6	11	9	105	-18	-5	1	102
Cc1noc(C)c1COc1ccc(C(=O)OCC(=O)NC23CC4CC(CC(C4)C2)C3)cc1	-1	-4	8	6	105	5	4	-2	96
Cc1ccc(C)c(OCC(=O)N/N=C\c2cccn2C)c1	7	2	-1	-13	97	4	5	-9	92
O=C1CC(c2ccco2)CC(O)=C1C=Nc1ccccc1-c1ccccc1 (stereo not drawn)	3	8	-8	3	105	-3	-1	17	100
CCC1CCCCN1c1nc2c(C=O)c(C)nn2c2ccccc12 (stereo not drawn)	-2	2	34	-1	94	4	-8	20	93
Cc1ccc(NC(=O)CCn2cnc3ccccc3c2=O)cc1Cl	5	-3	2	16	110	-3	0	4	109
CCCOc1ccccc1C(=O)N(Cc1cccs1)C1CCS(=O)(=O)C1 (stereo not drawn)	-3	1	-25	9	104	2	-7	24	110
O=C(CC1S/C(=N/N=C/c2ccco2)NC1=O)Nc1cccc(Cl)c1Cl (stereo not drawn)	4	3	7	-1	110	8	4	42	103
O=C(CSC(=S)N1CCOCC1)c1cc2ccccc2oc1=O	0	-1	2	3	95	1	-12	10	93
CCOc1ccc(CN(C)CCc2ccccn2)cc1	-4	1	10	-3	101	-3	2	12	96
Cc1cc(N2CCOCC2)nc2ccc(NC(=S)N3CCCCC3C)cc12 (stereo not drawn)	6	1	26	-3	98	5	1	13	99
COc1ccc(C(CNC(=O)c2cccc(NS(=O)(=O)c3ccccc3)c2)N(C)C)cc1 (stereo not drawn)	0	2	8	10	101	1	-1	10	114
Cc1ccccc1CSCCNS(C)(=O)=O	-1	-3	0	9	100	5	7	11	102
CCc1nonc1NC(=O)COc1cc(C)c(Cl)c(C)c1	-6	-7	22	6	102	4	-13	.	104

Five compounds from above, limited to p-CIP stab down:
SMILES | p-CIP stab down
Cc1ccc(C)c(OCC(=O)N/N=C\c2cccn2C)c1 | 5
O=C(Cc1ccccc1)NNC1CC(=O)N(c2ccccc2)C1=O (stereo not drawn) | 3
CCC1CCCCN1c1nc2c(C=O)c(C)nn2c2ccccc12 (stereo not drawn) | -8
CCNS(=O)(=O)c1ccc(NC(=S)NCc2ccco2)cc1 | 3
Cc1ccc(/C=C2/SC(=S)N(CCC(=O)NCCCN3CCOCC3)C2=O)cc1 | 3

Screening data from PubChem BioAssay.

Only part of the results is shown (hit frequency here may not be typical).
